Rab2 wt GTP = modulators of GTP binding to Rab2A wildtype, primary screen, biochemical, dog, bead-based flow cytometry, multiplex. Ras-related protein Rab-2A (Canis lupus familiaris), P61105. GST-Rab2 wt beads, Bodipy-GTP binding. GTP binding activity, % at 10 µM. actives 0.19% (n = 190,000);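 active means GTP binding activity at least 20 points away from 100%, either lowered or raised; inconclusive means signal likely due to the compound's own green fluorescence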;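 further: 0% = beads with excess unlabeled GTP and 100% = no-compound control corrected for plate trend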
HRas wt GTP = modulators of GTP binding to HRas wildtype, primary screen, biochemical, bead-based flow cytometry, multiplex. GTPase HRas (Homo sapiens), P01112. GST-Ras wt beads, Bodipy-FL-GTP binding; actives lie on both sides. GTP binding activity, % at 10 µM. actives 0.14% (n = 190,000);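 active means GTP binding activity at least 20% away from the 100% baseline, either lowered as inhibitor or raised as activator; inconclusive means flagged as likely green fluorescent, judged across all proteins in the well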;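 further: 0% = unlabeled GTP competition control and 100% = no-compound control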
Rac1 act GTP bind = GTP binding modulators of activated mutant Rac1, primary screen, biochemical, bead-based flow cytometry, multiplex, fluorescent GTP; Ras-related C3 botulinum toxin substrate 1 (Homo sapiens), P63000; GST-Rac1 activated beads; actives lie on both sides; 100% means binding = to untreated wells; percent activity (GTP binding), % at 10 µM; actives 0.11% (n = 190,000); AID 764, 2007;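 active means GTP binding at least 20 percentage points away from the 100% baseline, in either direction, so actives lie on both sides; inconclusive means Compound likely fluorescent itself, or too few beads counted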
ABCB1 inh = ABCB1 efflux pump inhibitors, primary screen, cell-based, multiplex, flow cytometry, ABCG2 counter-screen | ATP-dependent translocase ABCB1 (Homo sapiens), P08183 | CCRF-Adr cells, JC-1 efflux | inhibition, % at 6.6 µM | actives 0.067% (n = 190,000) | AID 1326, 2008; in the data active means inhibition above about 40%;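 further: 0% = vehicle and 100% = reference inhibitor; higher value means more JC-1 retained so stronger ABCB1 efflux block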
Avidin fluor = green autofluorescence of compounds with avidin beads – biophysical, 488/530 nm, flow cytometry, artefact control, profiling panel. fluorescence (KMESF) at 10 µM. actives 0.38% (n = 220,000). compound fluorescence 488/530 nm; active compounds read high. AID 1775, 2009; in the data active means fluorescence above about 47; further: inactives centre near 10
Rac1 wt GTP bind = wildtype Rac1 GTP binding modulators, primary screen, biochemical, GST-Rac1 beads, flow cytometry, multiplex; Ras-related C3 botulinum toxin substrate 1 (Homo sapiens), P63000; fluorescent GTP binding; actives lie on both sides; 0 = cold GTP competed, 100 = untreated; GTP binding activity (% of control), % at 10 µM; actives 0.27% (n = 190,000); AID 757, 2007;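 active means GTP binding activity at least 20 points away from the 100% control level, either lower or higher; inconclusive means compound flagged as likely green fluorescent, judged across all proteins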
ABCG2 inh = ABCG2 efflux pump inhibitors, primary screen, multiplex with ABCB1, IgMXP3 cells, flow cytometry; Broad substrate specificity ATP-binding cassette transporter ABCG2 (Homo sapiens), Q9UNQ0; JC-1 efflux; inhibition, % at 6.6 µM; actives 0.1% (n = 190,000); AID 1325, 2008;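 active means inhibition above 80%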;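 further: 0% = DMSO and 100% = nicardipine control wells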
Target sequence (Q9UNQ0 whole entry, looked up): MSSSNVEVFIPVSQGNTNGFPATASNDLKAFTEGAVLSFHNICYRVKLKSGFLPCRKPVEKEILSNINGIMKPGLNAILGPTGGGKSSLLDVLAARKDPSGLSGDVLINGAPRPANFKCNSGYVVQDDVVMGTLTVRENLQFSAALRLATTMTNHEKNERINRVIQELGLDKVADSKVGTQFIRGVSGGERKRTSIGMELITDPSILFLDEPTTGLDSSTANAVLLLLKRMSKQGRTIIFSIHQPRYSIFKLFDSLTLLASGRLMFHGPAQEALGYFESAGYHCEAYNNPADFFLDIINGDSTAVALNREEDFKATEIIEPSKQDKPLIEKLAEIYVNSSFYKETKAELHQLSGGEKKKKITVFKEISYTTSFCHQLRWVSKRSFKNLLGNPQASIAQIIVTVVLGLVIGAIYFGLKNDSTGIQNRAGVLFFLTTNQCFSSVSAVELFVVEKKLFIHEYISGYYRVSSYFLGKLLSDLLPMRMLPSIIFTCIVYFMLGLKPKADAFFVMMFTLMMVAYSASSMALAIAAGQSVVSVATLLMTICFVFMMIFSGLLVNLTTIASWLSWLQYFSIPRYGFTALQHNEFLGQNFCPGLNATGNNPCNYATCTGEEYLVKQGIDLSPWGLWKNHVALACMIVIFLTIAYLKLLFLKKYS
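material = IgMXP3 (ABCG2) plus far-red-tagged CCRF-Adr (ABCB1) cells | amount = 3 million cells/mL, equal mix of both lines | also added = JC-1 transporter substrate | dosing = one concentration, 6.6 µM final | schedule = 10 min at 25 °C | measured by = flow cytometric JC-1 green MFI at 530 nm | read-out basis = percent efflux inhibition, scaled nicardipine 100% to DMSO 0%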
Cdc42 wt GTP = modulators of GTP binding to wildtype Cdc42, primary screen, biochemical, multiplex bead flow cytometry, Bodipy-GTP; actives 0.2% (n = 190,000); GST-Cdc42 beads; actives lie on both sides; Cell division control protein 42 homolog (Homo sapiens), P60953; percent activity (GTP binding), % at 10 µM; AID 761, 2007;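 active means percent activity GTP binding at least 20 points away from the 100% baseline, either down as inhibitor or up as activator; inconclusive means compound flagged as likely green fluorescent from well-wide comparison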;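 further: median bead fluorescence of bound Bodipy-FL-GTP at 100 nM; 0% = excess unlabeled GTP control and 100% = no compound control; below 100% means less GTP binding so inhibitor and above means activator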
Rab7 wt GTP bind = modulators of GTP binding to Rab7, primary screen, biochemical, wildtype, multiplex bead flow cytometry. actives 0.055% (n = 190,000). GST-Rab7 beads, fluorescent GTP binding; actives lie on both sides; untreated = 100%, excess cold GTP = 0%. GTP binding activity (percent of control), % at 10 µM. Rab7 GTPase wild type (dog), Bodipy-FL-GTP binding;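 active means fluorescent GTP binding to Rab7 beads changed by at least 20 points from the 100% baseline, either direction, mostly lower; inconclusive means compound itself probably fluorescent, or too few beads counted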;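 further: median green fluorescence of bound Bodipy-FL-GTP per Rab7 bead population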
Mcl1 Noxa PPI = Mcl-1/Noxa binding inhibitors, primary screen, biochemical, TR-FRET, 1536-well; Induced myeloid leukemia cell differentiation protein Mcl-1 (Homo sapiens), Q07820; TR-FRET Mcl-1/Noxa peptide binding, 2 h; inhibition, % at 21.7 µM; actives 1.5% (n = 220,000); AID 1022, 2008;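 active means compounds that cut the protein-peptide binding signal by more than 50% relative to plate controls in a single-dose test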;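 further: His-tagged Mcl-1 with rhodamine Noxa BH3 peptide and terbium anti-His antibody; 0% = Mcl-1 plus Noxa peptide wells and 100% = peptide-only wells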
Target sequence (Q07820 whole entry, looked up): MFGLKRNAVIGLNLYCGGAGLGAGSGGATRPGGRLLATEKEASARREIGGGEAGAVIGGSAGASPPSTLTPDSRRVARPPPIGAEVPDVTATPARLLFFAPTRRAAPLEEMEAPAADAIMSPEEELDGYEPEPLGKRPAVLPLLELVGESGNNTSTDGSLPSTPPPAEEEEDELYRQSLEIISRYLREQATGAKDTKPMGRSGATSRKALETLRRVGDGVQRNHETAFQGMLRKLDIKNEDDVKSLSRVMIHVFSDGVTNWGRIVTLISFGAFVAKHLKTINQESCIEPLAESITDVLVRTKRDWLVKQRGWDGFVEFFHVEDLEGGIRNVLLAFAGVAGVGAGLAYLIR
Pf gamet viab = late stage P. falciparum gametocyte viability inhibitors, primary screen, ATP luminescence, HTS. P. falciparum stage V gametocytes, 24 h. inhibition, % at 10.9 µM. actives 0.065% (n = 150,000);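 active means inhibition above the mean plus 3 SD of compounds within the control limits, set per campaign, cut at about 38% in these data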;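 further: 0% = DMSO wells and 100% = medium only without gametocytes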
Numbers without * were called inactive; u = inconclusive; x = not tested or not shown. Outcome played no part in choosing rows; about 2.3% have a hit in one of these screens.

SMILES,Rab2 wt GTP,HRas wt GTP,Rac1 act GTP bind,ABCB1 inh,Avidin fluor,Rac1 wt GTP bind,ABCG2 inh,Cdc42 wt GTP,Rab7 wt GTP bind,Mcl1 Noxa PPI,Pf gamet viab
CC1=C(C(=O)N2CCCCCC2)C2(CCC(C)CC2)OC1=O (centres undefined),98,99,99,0.9,8,100,4,99,98,-5,-25
COc1cc2c(cc1OC)C(C)N(C(=O)c1cc3n(n1)C(C(F)(F)F)CC(c1ccco1)N3)CC2 (centres undefined),100,99,100,0.7,9,102,4,100,100,-2,x
COc1ccccc1N(CC(=O)NCc1ccco1)S(C)(=O)=O,95,95,99,0.0,11,100,0,95,97,13,x
Cc1ccccc1N1C(=O)C2ON(c3ccccc3)C(c3ccncc3)C2C1=O (centres undefined),95,96,94,0.2,8,96,-2,97,94,-2,6
Cc1ccc2c(c1)nnn2C1CCN(CC(=O)NNC(=O)c2ccco2)CC1,96,98,98,0.3,10,105,4,103,96,5,-4
Cc1ccc2ncnc(Nc3ccc(C)c(C)c3)c2c1,99,100,96,1.4,3,99,9,100,101,25,x
C=CCOC(=O)C(C#N)c1nc2ccccc2nc1N1CCN(Cc2ccccc2)CC1 (centres undefined),98,97,97,19,28,101,11,97,102,6,11
O=C(NCc1ccccn1)C(=O)NCC(c1ccco1)N1CCOCC1 (centres undefined),95,95,92,0.3,9,96,3,95,100,1,10
CC(=O)/C(=N/Nc1ccccc1)Sc1nnc(CCc2ccccc2)n1-c1ccccc1,99,101,99,1.8,14,101,0,96,99,-5,x
Cc1nc2cc(-c3ccccc3)nn2c(C)c1CCC(=O)NC(C)c1ccc2c(c1)OCCO2 (centres undefined),101,100,98,1.9,6,101,27,105,96,12,x
O=C(NCc1ccco1)c1cccc(S(=O)(=O)N2CCc3ccccc32)c1,101,103,99,0.8,13,106,5,103,103,-3,x
COc1ccc(Br)cc1/C=N/NC(=O)c1cc(OC)c(OC)c(OC)c1,95,96,95,1.4,3,99,6,97,94,20,x
N#C/C(=N\Nc1ccc(Cl)cc1)C(=N)N1CCCCCC1,99,95,95,0.0,9,97,10,99,107,18,5
CN(C)S(=O)(=O)c1cc(NC(=O)COC(=O)c2ccc3c(c2)OCO3)ccc1Cl,95,99,100,0.3,13,101,6,103,97,11,17
CCC(C)(C)NC(=O)CCn1c(-c2ccccc2)cc(C(C)=O)c1C,101,100,99,0.4,24,104,7,99,107,1,13
CCOC(=O)c1[nH]c2c(c1-c1ccccc1)C(=O)CC(c1ccccc1)C2 (centres undefined),97,101,100,1.1,7,107,10,102,97,-10,x
Cc1cc(SCC(=O)Nc2cccc(S(=O)(=O)NC3=NCCCCC3)c2)c(C)cc1Br,98,97,94,1.3,6,97,16,97,99,7,-9
CCN(CC)S(=O)(=O)c1ccc2[nH]cc(C(=O)NCCCN3CCCCC3)c(=O)c2c1,97,97,100,-0.1,22,104,0,100,94,10,-12
COc1cccc(C(=O)N(c2ccccc2)C2C=CS(=O)(=O)C2)c1 (centres undefined),94,93,92,-0.3,17,95,0,93,93,-2,x
CCCCCCC1NC(C(=O)O)CS1 (centres undefined),98,99,97,0.5,7,99,3,98,97,12,x
Cc1ccc(-c2nnc(N3CCOCC3)c3ccccc23)cc1S(=O)(=O)NCc1cccnc1,89,91,92,1.2,13,90,20,90,96,-12,12
O=C(CCc1nc(-c2ccc(Cl)cc2)no1)NCC1CCCO1 (centres undefined),99,92,94,0.5,8,99,8,96,94,11,x
CC(C)(C)C(=O)COC(=O)c1c2c(nc3ccccc13)CCC2,93,92,91,0.7,9,93,5,92,92,10,-21
Nc1nnc(CCS(=O)(=O)c2cc(Cl)ccc2Cl)s1,102,100,97,0.3,7,104,1,101,101,-4,x
CCCCOc1cccc(OCCCC)c1C(=O)Nc1cc(C)on1,100,102,99,0.7,7,103,2,103,100,3,x
CC1(C)CC(NC(=O)CCC2CCCC2)CC(C)(C)N1,101,101,101,0.2,14,109,3,107,102,-1,x
O=C1O/C(=C/c2ccccc2)c2ccccc21,95,98,99,-0.1,3,103,3,96,99,14,1
CCOc1ccc2nc(NCCNC(=O)Nc3cccc(C)c3)c(C#N)cc2c1,101,103,101,0.3,35,104,2,104,103,1,14
CCNc1ncnc2c1cnn2C,97,96,94,1.0,11,98,4,96,102,0,-6
CCN(CC)S(=O)(=O)c1ccc(C(=O)Nc2cccc(C)c2)cc1,104,104,102,0.5,8,111,2,104,101,-8,x

Remaining list, next part
SMILES,Rab2 wt GTP,HRas wt GTP,Rac1 act GTP bind,ABCB1 inh,Avidin fluor,Rac1 wt GTP bind,ABCG2 inh,Cdc42 wt GTP,Rab7 wt GTP bind,Mcl1 Noxa PPI,Pf gamet viab
Cc1ccc(/C=C2/C(=O)N=C(N)N2C)s1,100,102,101,0.3,12,103,1,102,105,-6,0
CCc1ccccc1NC(=O)Cn1nc(C(F)(F)F)cc1C1CC1,94,96,94,0.8,6,93,4,93,97,6,x
Cc1nonc1OCCn1nnnc1N,101,103,99,1.0,37,109,7,103,99,9,-5
O=C(COc1ccccc1)Nc1cc(C(F)(F)F)ccc1N1CCCC1,102,103,98,0.5,10,102,15,102,97,5,x
CCSc1nc2c(c(=O)n1-c1ccc(F)cc1)SCC2,99,101,98,0.6,6,108,1,101,98,-8,x
O=C(/C=C/c1cccc(Br)c1)NCC1CCCCC1,98,99,99,0.0,23,101,74,100,98,6,11
C=CCN(c1cccc(C(F)(F)F)c1)S(=O)(=O)c1cccc(C(=O)OCC(=O)NC)c1,93,96,95,0.9,13,97,13,96,97,23,-3
COc1ccc(CC(=O)N2N=C(C)CC2(O)c2cccnc2)cc1 (centres undefined),101,101,100,0.2,9,107,0,102,98,4,x
COc1ccccc1NS(=O)(=O)c1cccc(C(=O)N/N=C2\CC(=O)CC(C)(C)C2)c1,97,98,96,-0.4,5,100,0,98,102,10,3
CCn1c(=O)c(C(=O)Nc2ccccc2S(N)(=O)=O)c(O)c2ccccc21,89,93,92,-0.2,6,94,0,92,92,-1,-3
O=C(Cc1c(F)cccc1Cl)Nc1ccccc1N1CCCCC1,93,96,96,0.2,27,96,2,93,95,-9,-6
OC1CCN(c2c3c(nc4cc(-c5ccc(Cl)cc5)nn24)CCC3)CC1,100,98,98,0.8,5,102,0,101,95,10,-44
COc1cc(N(C(=O)Cc2cccs2)C(C(=O)NC2CCCCC2)c2ccc(C)cc2)ccc1-n1cnnn1 (centres undefined),99,100,99,0.9,14,101,4,97,99,6,0
O=C(CN1CCOCC1)Nc1nc2ccc(Br)cc2s1,96,98,98,0.0,28,103,2,102,96,11,13
Cc1ccc(C(=O)O/N=C(\c2ccccc2)c2ccncc2)cc1,104,100,98,-1.1,11,103,-3,102,108,8,-18
Cc1csc(SCC(=O)N(C)c2c(N)n(Cc3ccccc3)c(=O)[nH]c2=O)n1,112,110,102,-0.1,16,105,0,104,112,15,9
O=C(NCc1ccc(F)cc1)c1noc2c1CCCCC2,97,97,95,-0.6,13,96,-1,98,95,15,x
C=CCN(c1ccc(C(=O)Nc2ccc3c(c2)OCO3)cc1)S(C)(=O)=O,95,98,96,0.5,3,101,9,100,100,6,-5
O=C(CSc1nnnn1-c1cccc2ccccc12)Nc1ccc(N2CCOCC2)c(Cl)c1,96,99,96,0.0,11,99,0,99,96,20,9
COc1ccc(NC(=O)CSC2CC(=O)N(c3ccc4c(c3)OCCO4)C2=O)cc1 (centres undefined),u,u,u,0.2,7,u,1,u,u,23,x
O=C(c1ccc2snnc2c1)N1CCOCC1,100,100,96,0.4,7,96,0,100,98,24,x
COc1cc2c(cc1OC)C(c1ccccc1)N(C(=O)CSCC(=O)O)CC2 (centres undefined),98,96,93,-0.6,10,93,-2,93,105,12,x
Cc1ccc(S(=O)(=O)Nc2nc(C)c(C(=O)Nc3ccccc3)s2)cc1,99,98,99,-0.3,10,99,-2,98,97,32,7
COc1ccc(CCNC(=S)Nc2cccc3ccccc23)cc1,99,100,98,0.5,10,97,3,99,93,25,2
O=C(O)c1cccc(S(=O)(=O)Nc2ccccc2-c2ccccc2)c1,91,95,92,-0.1,22,97,0,93,95,-1,10
N#CC1=C(N)N(c2ccccc2)C2=C(C(=O)CCC2)C1c1ccccc1 (centres undefined),102,100,98,0.9,34,101,5,101,96,6,x
O=C(NNC(=O)c1ccc2ncccc2c1)c1ccc(Cl)cc1,96,95,95,0.6,12,98,17,92,102,-5,18
COc1cccc(-n2cnc3cccc(N)c32)c1,103,101,100,-0.1,22,107,7,102,101,-4,x
Cc1sc2nc(CSCC(=O)N(C)c3ccccc3)[nH]c(=O)c2c1C,104,102,101,0.5,12,104,6,100,105,15,1
CCOc1cc2[nH]c(=S)n(CCC(=O)NCc3ccc(OC)cc3)c(=O)c2cc1OCC,99,99,98,0.6,8,102,1,98,98,-1,-8

Other results follow.
SMILES,Rab2 wt GTP,HRas wt GTP,Rac1 act GTP bind,ABCB1 inh,Avidin fluor,Rac1 wt GTP bind,ABCG2 inh,Cdc42 wt GTP,Rab7 wt GTP bind,Mcl1 Noxa PPI,Pf gamet viab
COC(=O)N/N=C\c1cc2c(cc1Br)OCO2,98,98,93,0.3,12,103,3,98,100,6,-1
CCOC(=O)c1cn2c(C)cccc2n1,100,101,98,0.3,13,102,5,101,98,23,11
NC(=O)Cc1nc2scc(-c3ccc(Cl)cc3)c2c(=O)[nH]1,96,93,93,0.5,12,94,7,97,91,9,-12
O=C(O)CCCN1C(=O)NC2NC(=O)NC21 (centres undefined),102,100,99,2.2,12,106,10,100,104,-10,x
O=C(O)c1ccc(NCc2cccnc2)cc1,93,96,93,1.0,11,94,4,96,93,x,x

Bioassay records as filed in PubChem BioAssay.
